CXCR6 block = inhibitors of human CXCR6 receptor. O00574. AID 602244. CHO-K1 PathHunter CXCR6 beta-arrestin, luminescence. hit rate 0.36% among 360,000. inhibition, % at 20 µM; in the data active means inhibition above about 34%, passing the limit was not always enough;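 further: antagonist mode with CXCL16 agonist at 10 nM final; 0% = 10 nM CXCL16 with DMSO and 100% = unstimulated wells without agonist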
Target sequence (O00574 whole entry, looked up): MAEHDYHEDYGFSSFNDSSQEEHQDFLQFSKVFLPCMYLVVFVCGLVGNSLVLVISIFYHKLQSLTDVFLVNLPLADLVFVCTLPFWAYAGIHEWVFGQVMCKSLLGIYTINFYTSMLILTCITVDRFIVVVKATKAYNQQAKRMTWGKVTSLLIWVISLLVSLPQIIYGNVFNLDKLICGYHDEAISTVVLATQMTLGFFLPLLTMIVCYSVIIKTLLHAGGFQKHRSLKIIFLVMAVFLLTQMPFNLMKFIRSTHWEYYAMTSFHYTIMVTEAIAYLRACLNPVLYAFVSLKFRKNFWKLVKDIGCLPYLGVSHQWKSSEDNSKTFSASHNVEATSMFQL
CCR6 antagonist = antagonists of human CCR6 receptor | AID 493098 | inhibition, % at 20 µM | CHO-K1 CCR6 PathHunter beta-arrestin, luminescence, CCL20-stimulated | hit rate 0.49% among 340,000;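 active means compounds whose inhibition of the agonist-driven luminescence signal at 20 µM reaches about 50%, limit read from the data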;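 further: cells stimulated with CCL20 at 14 nM final; plate controls were DMSO with CCL20 for no effect and DMSO without agonist for full effect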
Target sequence (P51684 whole entry, looked up): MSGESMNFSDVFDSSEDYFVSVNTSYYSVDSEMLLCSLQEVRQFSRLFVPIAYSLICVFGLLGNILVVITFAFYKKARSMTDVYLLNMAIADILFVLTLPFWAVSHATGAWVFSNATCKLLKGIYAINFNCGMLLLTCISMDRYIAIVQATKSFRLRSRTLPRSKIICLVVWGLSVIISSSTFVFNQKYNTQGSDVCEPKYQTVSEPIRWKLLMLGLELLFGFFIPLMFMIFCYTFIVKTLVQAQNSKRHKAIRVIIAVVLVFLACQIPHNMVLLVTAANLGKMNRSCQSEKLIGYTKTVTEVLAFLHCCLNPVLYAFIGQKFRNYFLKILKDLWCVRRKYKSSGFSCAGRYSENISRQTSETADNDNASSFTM
EBI2 block = EBI2 (human) antagonism; P32249; EBI2 beta-arrestin recruitment, luminescence, 7a,25-OHC stimulated; inhibition, % at 5 µM; hit rate 0.81% among 360,000; AID 651636; in the data active means inhibition above about 38%;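 further: enzyme fragment complementation signal reports receptor beta-arrestin coupling in cells; 0% = agonist plus DMSO wells and 100% = wells without agonist; some results beyond the cut were filed as inactive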
Target sequence (P32249 whole entry, looked up, the tested form may be a part): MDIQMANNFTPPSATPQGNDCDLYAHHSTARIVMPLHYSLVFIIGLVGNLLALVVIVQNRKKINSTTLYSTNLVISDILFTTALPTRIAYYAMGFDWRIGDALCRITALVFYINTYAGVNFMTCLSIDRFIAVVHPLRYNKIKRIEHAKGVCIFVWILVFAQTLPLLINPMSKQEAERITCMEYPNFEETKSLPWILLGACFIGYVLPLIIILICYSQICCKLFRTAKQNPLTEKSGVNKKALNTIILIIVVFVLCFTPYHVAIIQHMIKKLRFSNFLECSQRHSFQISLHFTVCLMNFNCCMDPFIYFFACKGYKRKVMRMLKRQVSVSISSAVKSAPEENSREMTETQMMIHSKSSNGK
* = called active by the depositor; & = joins results of further samples.

Results for Cc1ccc2cc(C(c3nnnn3CC3CCCO3)N3CCCC4(CCCCC4)C3)c(=O)[nH]c2c1 (configuration not stated) ?
CXCR6 block: 2; CCR6 antagonist: 3; EBI2 block: 13

What do the screens show for `CN(CCc1ccccc1)C(=O)c1cccc(NC(=O)Cc2cccc(NC(=O)C3CCN(C(=O)C4CCCCC4)CC3)c2)c1`?
CXCR6 block: 1; CCR6 antagonist: 2; EBI2 block: 11

What do the screens show for `COc1ccc(NC(=O)CCNS(=O)(=O)c2ccccc2F)cc1S(=O)(=O)N1CCOCC1`?
CXCR6 block: -2; CCR6 antagonist: -3; EBI2 block: -19

Results for O=C(CSc1nnc2ccc(-c3ccccn3)nn12)N1CCCC1 ?
CXCR6 block: -2; CCR6 antagonist: -8; EBI2 block: -19

How did CCOc1ccc2cc(C(=O)c3ccccc3)c(=O)oc2c1 do in these assays?
CXCR6 block: 3; CCR6 antagonist: -2; EBI2 block: -8

How did COc1ccc(NC(=O)CCC(=O)N2CCC(c3ccccc3)=N2)cc1S(=O)(=O)N1CCCCC1 do in these assays?
CXCR6 block: 8; CCR6 antagonist: 9; EBI2 block: 4

Results for Oc1c(Br)cc(/C=N/n2c(-c3ccccc3)n[nH]c2=S)c(O)c1Br ?
CXCR6 block: -6; CCR6 antagonist: 1; EBI2 block: -10

How did CC[C@]12C(=O)N(C)C[C@H]([C@@H]3C(=O)N(C)C(=O)[C@@H]31)N2C(=O)c1ccc(Cl)cc1 do in these assays?
CXCR6 block: 0; CCR6 antagonist: 3; EBI2 block: -12

Results for O=S1(=O)c2ccc(Br)cc2N2CC[C@H](C2)N1Cc1ccc(Cl)cc1 ?
CXCR6 block: 3; CCR6 antagonist: 17; EBI2 block: 19

How did CC[C@@H](C)[C@H](C(CC(=O)N1CCCC1[C@@H](OC)[C@H](C)C(=O)N[C@H](Cc1ccccc1)c1nccs1)OC)N(C)C(=O)[C@H](NC(=O)[C@@H](C(C)C)N(C)C)C(C)C (some centres not stated) do in these assays?
CXCR6 block: -7; CCR6 antagonist: 5; EBI2 block: -9

What do the screens show for `NC(=S)NN=C(c1ccc(Br)cc1)C1CC1`?
CXCR6 block: 0; CCR6 antagonist: 4; EBI2 block: -16

How did O=c1[nH]c2c(c(=O)[nH]1)CCCCCC2 do in these assays?
CXCR6 block: 0; CCR6 antagonist: 3; EBI2 block: 0

Results for Cc1ccc(S(=O)(=O)N2CCN(c3ccc4nnc(-c5ccccc5)n4n3)CC2)cc1 ?
CXCR6 block: -4; CCR6 antagonist: -10; EBI2 block: -5

What do the screens show for `O=C1COc2c1ccc(O)c2O`?
CXCR6 block: -4; CCR6 antagonist: 2; EBI2 block: -11

How did O=C(NNc1ccccc1)Nc1cc(Cl)ccc1Cl do in these assays?
CXCR6 block: -13; CCR6 antagonist: -14; EBI2 block: -10

What do the screens show for `Cc1cccc(NC(=O)c2cccc([N+](=O)[O-])c2O)c1C`?
CXCR6 block: 18; CCR6 antagonist: 20; EBI2 block: -9

What do the screens show for `CC(C)(C)OC(=O)N1CCCC(C(=O)Nc2cccc(C(=O)N3CCCCC3)c2)C1` (configuration not stated)?
CXCR6 block: -6; CCR6 antagonist: 21; EBI2 block: -9

How did COCCn1c(SCC(=O)NCC(c2ccccc2)N(C)C)nc2sc3c(c2c1=O)CCC3 (configuration not stated) do in these assays?
CXCR6 block: 9; CCR6 antagonist: 2; EBI2 block: 9

What do the screens show for `Cc1nn(-c2nc3ccccc3[nH]2)c(=O)c2ccccc12`?
CXCR6 block: 7; CCR6 antagonist: 3; EBI2 block: 2

How did O=C(Nc1ccc(-c2nnc3n2CCCCC3)cc1)c1cnccn1 do in these assays?
CXCR6 block: 0; CCR6 antagonist: 1; EBI2 block: -3

What do the screens show for `Cc1ccc2c(C)nc(/N=C(\N)NC(=O)N3c4ccccc4Sc4ccccc43)nc2c1`?
CXCR6 block: -8&-9; CCR6 antagonist: -3&0; EBI2 block: 6&5

Results for COc1cc(NC(=O)c2cc(-c3cccs3)on2)cc(OC)c1OC ?
CXCR6 block: -2; CCR6 antagonist: 4; EBI2 block: -1

Results for Cc1ccc(C)c(C2=NNC(=NCc3ccccc3)SC2)c1 ?
CXCR6 block: 1; CCR6 antagonist: 19; EBI2 block: -11

Results for CC(=O)OCC(=O)C12OC(C)(C)OC1CC1C3CC=C4CC(O)CCC4(C)C3CCC12C (configuration not stated) ?
CXCR6 block: -8; CCR6 antagonist: 0; EBI2 block: 28

How did COc1cc(OCc2ccccc2)c(OC)c(OCc2ccccc2)c1 do in these assays?
CXCR6 block: -16; CCR6 antagonist: 0; EBI2 block: -7

Results for C[C@@H](NS(=O)(=O)c1cc(Cl)ccc1F)[C@H](O)c1ccccc1 ?
CXCR6 block: -9; CCR6 antagonist: 5; EBI2 block: -6

How did Cc1[nH][nH]c(=O)c1C(c1ccc(-c2ccc(Cl)c(C(=O)O)c2)o1)c1c(C)[nH][nH]c1=O do in these assays?
CXCR6 block: 8; CCR6 antagonist: 4; EBI2 block: 10

What do the screens show for `CCN(CC(=O)Nc1cccc(Br)c1)Cc1nc2ccccc2c(=O)[nH]1`?
CXCR6 block: -1; CCR6 antagonist: -12; EBI2 block: 5

Results for O=[N+]([O-])c1ccc(N/N=C/c2sc(N3CCOCC3)nc2-c2ccccc2)c(S(=O)(=O)Nc2ccccc2Cl)c1 ?
CXCR6 block: 54*; CCR6 antagonist: 58*; EBI2 block: 15

Results for Cc1cccc(C(C(C(=O)c2ccccc2)N2CCOCC2)N2CCOCC2)c1 (configuration not stated) ?
CXCR6 block: -6; CCR6 antagonist: 4; EBI2 block: 5

What do the screens show for `CC(C)C[C@H](NC(=O)N1CC(=O)Nc2ccccc21)C(=O)N[C@H](C(=O)O)c1ccccc1`?
CXCR6 block: 2; CCR6 antagonist: 3; EBI2 block: -5

Results for CC(C)(C)S(=O)N1Cc2cc(CO)cc(-c3ccccc3)c2[C@H]1CCO (some centres not stated) ?
CXCR6 block: -6; CCR6 antagonist: 3; EBI2 block: -14

Results for Cc1cc(=O)n(C(C)c2ccccc2)n1C(C)c1ccccc1 (configuration not stated) ?
CXCR6 block: -2; CCR6 antagonist: 11; EBI2 block: 1

How did COc1cccc(CN(CCC(C)C)S(=O)(=O)c2cc(Br)ccc2Br)c1 do in these assays?
CXCR6 block: 3; CCR6 antagonist: 18; EBI2 block: 16

How did COc1ccc(CNCCCn2cnc(C(=O)Nc3ccc(C)c(C)c3)n2)cc1 do in these assays?
CXCR6 block: 2; CCR6 antagonist: -8; EBI2 block: 5

Results for COC(=O)c1nc(NC(=O)c2ccc(F)cc2)n[nH]1 ?
CXCR6 block: 7; CCR6 antagonist: 10; EBI2 block: -7

What do the screens show for `CCN(C(=O)COC(=O)c1c2c(nc3ccccc13)CCC2)c1c(N)n(Cc2ccccc2)c(=O)[nH]c1=O`?
CXCR6 block: 0; CCR6 antagonist: 6; EBI2 block: 0

What do the screens show for `CC(C)C[C@@H](CN)NC(=O)c1nc[nH]c1C(=O)N[C@@H](C)C(=O)CNC[C@H](CC(C)C)NC(=O)c1nc[nH]c1C(=O)N[C@@H](CC(=O)O)C(=O)O`?
CXCR6 block: 3; CCR6 antagonist: -8; EBI2 block: -4

How did O=C(Oc1ccccc1)c1ccccc1 do in these assays?
CXCR6 block: -1; CCR6 antagonist: 7; EBI2 block: 2

Results for CCOC(=O)c1cnc(-n2nc(C)cc2C)nc1Nc1ccc(C)cc1 ?
CXCR6 block: 10; CCR6 antagonist: 7; EBI2 block: 11

How did CS(=O)(=O)c1ccc(Cl)c(NC(=O)COC(=O)CCN2C(=O)C3CC=CCC3C2=O)c1 (configuration not stated) do in these assays?
CXCR6 block: 2; CCR6 antagonist: 5; EBI2 block: -2

How did C/C(=N\NC(=O)c1ccoc1C)c1cccc2ccccc12 do in these assays?
CXCR6 block: -1; CCR6 antagonist: 9; EBI2 block: 4

Results for CCCCCCCOC(=O)C[N+](C)(C)CCOC1CC2CCC1(C)C2(C)C (configuration not stated) ?
CXCR6 block: -8; CCR6 antagonist: 21; EBI2 block: -13

What do the screens show for `COc1ccc(CCNC(=O)C2CCN(Cc3nc(-c4ccc(Cl)cc4)oc3C)CC2)cc1OC`?
CXCR6 block: -7; CCR6 antagonist: 7; EBI2 block: 0

Results for OCCNc1c2ccccc2nc2c(F)c(F)c(F)c(F)c12 ?
CXCR6 block: -14; CCR6 antagonist: -13; EBI2 block: -7

How did Cc1ccnc(NC(c2ccccc2)c2ccc3cccnc3c2O)c1 (configuration not stated) do in these assays?
CXCR6 block: -4; CCR6 antagonist: -4; EBI2 block: -6

What do the screens show for `CSc1nc2[nH]c(=O)n(O)c(=O)c2n1Cc1ccccc1`?
CXCR6 block: 5; CCR6 antagonist: 4; EBI2 block: 3

What do the screens show for `COP(=O)(OC)c1ccc(NCc2cc(O)ccc2O)cc1`?
CXCR6 block: -3; CCR6 antagonist: 8; EBI2 block: -2

Results for O=C(O)c1c[nH]c2ccc([N+](=O)[O-])cc2c1=O ?
CXCR6 block: 1; CCR6 antagonist: 3; EBI2 block: 14

How did Cc1ccc(CN2CC(C(=O)N(CC(C)C)c3c(N)n(Cc4ccccc4)c(=O)[nH]c3=O)CC2=O)cc1 (configuration not stated) do in these assays?
CXCR6 block: 0; CCR6 antagonist: 4; EBI2 block: 10

Results for O=C(NCCc1ccccc1)c1oc2ccccc2c1COc1ccccc1 ?
CXCR6 block: 12; CCR6 antagonist: 23; EBI2 block: 45*

Results for CN(C)c1ccc(/C=C(/C#N)C(=O)Nc2nc3c(s2)CCN(Cc2ccccc2)C3)cc1 ?
CXCR6 block: 35; CCR6 antagonist: 25; EBI2 block: 3

How did CC1CCN(S(=O)(=O)c2ccc(NC(=O)C3CCCCC3C(=O)O)cc2)CC1 (configuration not stated) do in these assays?
CXCR6 block: 3; CCR6 antagonist: 10; EBI2 block: -6

What do the screens show for `Cc1c(Cl)cccc1NC(=S)C(=C([O-])c1ccc(Cl)s1)[n+]1ccccc1`?
CXCR6 block: 6; CCR6 antagonist: 11; EBI2 block: 0

Results for CCN(C(=O)COC(=O)c1ncc(Cl)c(Cl)c1Cl)c1c(N)n(Cc2ccccc2)c(=O)[nH]c1=O ?
CXCR6 block: 4; CCR6 antagonist: 7; EBI2 block: -1

How did CC1(C)SC(C)(C)N(C=O)C1C(=O)O (configuration not stated) do in these assays?
CXCR6 block: -6; CCR6 antagonist: 6; EBI2 block: 2

What do the screens show for `CCOC(=O)COc1ccccc1/C=C\[N+](=O)[O-]`?
CXCR6 block: 45*; CCR6 antagonist: 69*; EBI2 block: -17

Results for Cc1nonc1OCCNc1ccc([N+](=O)[O-])cc1[N+](=O)[O-] ?
CXCR6 block: 2; CCR6 antagonist: 12; EBI2 block: 15

How did COc1ccc(C2CC(=O)n3nc(C45CC6CC(CC(C6)C4)C5)nc3S2)cc1OC (configuration not stated) do in these assays?
CXCR6 block: 6; CCR6 antagonist: -9; EBI2 block: -5

Results for Cc1cc(N=Cc2c(O)ccc3cc(Br)ccc23)no1 ?
CXCR6 block: -1; CCR6 antagonist: 12; EBI2 block: -5

Six compounds picked at random from those above:
Results for Cc1nonc1OCCNc1ccc([N+](=O)[O-])cc1[N+](=O)[O-] ?
CXCR6 block: 2; CCR6 antagonist: 12; EBI2 block: 15

Results for O=C(NCCc1ccccc1)c1oc2ccccc2c1COc1ccccc1 ?
CXCR6 block: 12; CCR6 antagonist: 23; EBI2 block: 45*

Results for CCN(C(=O)COC(=O)c1ncc(Cl)c(Cl)c1Cl)c1c(N)n(Cc2ccccc2)c(=O)[nH]c1=O ?
CXCR6 block: 4; CCR6 antagonist: 7; EBI2 block: -1

Results for CN(C)c1ccc(/C=C(/C#N)C(=O)Nc2nc3c(s2)CCN(Cc2ccccc2)C3)cc1 ?
CXCR6 block: 35; CCR6 antagonist: 25; EBI2 block: 3

What do the screens show for `CCOC(=O)COc1ccccc1/C=C\[N+](=O)[O-]`?
CXCR6 block: 45*; CCR6 antagonist: 69*; EBI2 block: -17

How did CC1CCN(S(=O)(=O)c2ccc(NC(=O)C3CCCCC3C(=O)O)cc2)CC1 (configuration not stated) do in these assays?
CXCR6 block: 3; CCR6 antagonist: 10; EBI2 block: -6

Additional entries:
Results for Cc1ccc(NC(=O)COC(=O)c2ccc(OC(F)F)cc2)cc1S(=O)(=O)N1CCCCC1 ?
CXCR6 block: -3; CCR6 antagonist: 7; EBI2 block: 4

Results for CC1(C)OC2CC3C4CC=C5CC(O)CCC5(C)C4CCC3(C)C2(C(=O)CO)O1 (configuration not stated) ?
CXCR6 block: 1; CCR6 antagonist: -2; EBI2 block: 0

How did Cc1cc(N2CCN(C)CC2)nc2ccc(NC(=S)N3CCCCC3)cc12 do in these assays?
CXCR6 block: 3; CCR6 antagonist: 14; EBI2 block: -2

What do the screens show for `CC(C)CCN1CCC(CN2C(=S)NC[C@@H]2Cc2ccccc2)CC1`?
CXCR6 block: -8; CCR6 antagonist: 13; EBI2 block: -10

How did COc1cccc(NC(=O)CN(C)C(=O)c2cc(S(=O)(=O)Nc3ccccc3OC)ccc2C)c1 do in these assays?
CXCR6 block: -1; CCR6 antagonist: 20; EBI2 block: -5

Results for CC(=O)C1(O)CCC2C3CCC4CC(=O)CCC4(C)C3C(=O)CC21C (configuration not stated) ?
CXCR6 block: 3; CCR6 antagonist: 11; EBI2 block: -2

What do the screens show for `O=C(O)CCCCCN1C(=O)/C(=C/c2cn(-c3ccccc3)nc2-c2cccs2)SC1=S`?
CXCR6 block: 16; CCR6 antagonist: 13; EBI2 block: 23

Bioassay records: PubChem BioAssay, Sanford-Burnham Center for Chemical Genomics

This is a subset; count on the stated rates, not on these rows.
